Screens from PubChem.
FAS-TE inh = inhibitors of human fatty acid synthase thioesterase domain; recombinant FAS-TE, OMFH fluorogenic substrate, fluorescence endpoint; inhibition, % at 15 µM; actives 0.67% (n = 360,000); AID 602261;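 active = compounds whose normalised, plate-corrected inhibition of enzyme fluorescence in the single-dose primary screen is 50% or more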;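 also: 0% = DMSO with enzyme and 100% = substrate without enzyme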
SKN-1 block = inhibitors of C. elegans SKN-1 | AID 624304 | inhibition, % at 21.8 µM | actives 0.49% (n = 360,000) | C. elegans VP596 Pgst-4::GFP/RFP ratio, acrylamide-induced, 24 h;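 active = interference check ratio from 0.5 to 1.5 plus GFP to RFP signal ratio inhibition reaching or exceeding a fixed threshold, cut at about 30% in these data, passing the limit was not always enough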; also: some compounds called inactive have numbers as strong as hits
MT1-MMP act inh = MT1-MMP (human) activation inhibition; P50281; HT1080 RFP-PRO-GFP cells, GFP/RFP ratio fluorescence, overnight; percent of plate control window, DMSO zero; GFP/RFP ratio change, % at 20 µM; actives 0.061% (n = 360,000); AID 651647;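 active = GFP/RFP ratio change of at least 30% with cell ATP level not reduced by more than half and red fluorescence within 50% of control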; also: strong numbers were not always called active
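Assay system: HT1080 cells carrying an RFP-PRO-GFP reporter | Dosing: Single dose of 20 µM compound, 1% DMSO final | Incubation: Cells overnight before dosing, compound overnight, 37 °C, 5% CO2 | Evaluation: GFP/RFP fluorescence ratio | Control set: DMSO and RFP-L50D-GFP cell wells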
CSN deneddyl inh = inhibitors of human CSN-mediated cullin deneddylation; Q92905; Purified CSN, SCF-Nedd8-OG deneddylation, fluorescence polarization; inhibition, % at 12.5 µM; actives 0.38% (n = 360,000); AID 651999;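 active = pattern-corrected inhibition above about 35%, with an unprinted fluorescence ratio check between 0.5 and 1.5, limit read from the data, passing the limit was not always enough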;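 also: 0% = enzyme with substrate and 100% = substrate without enzyme; some results filed as inactive read as strong as hits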
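Assay system: Purified human Csn5 enzyme expressed in HEK293T cells | Amount: Enzyme 0.24 nM | Measured by: Fluorescence polarization readout | Medium: Tris/NaCl/DTT buffer, pH 7.5 | Compound dosing: One concentration, 12.5 µM, 0.25% DMSO | Times: 90 min incubation of compound, enzyme and substrate at room temperature | Control set: no-enzyme wells high, enzyme-with-substrate wells low | Read-out: % inhibition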
NadD inh = inhibitors of Staphylococcus aureus NadD; purified NadD enzyme, colorimetric absorbance read-out; inhibition, % at 20 µM; actives 0.78% (n = 360,000); AID 602399; in the data active = inhibition above about 26%; also: some compounds past the cut are filed as inactive
Rpn11 block = blocks the human proteasome subunit Rpn11 | O00487 | human 26S proteasome, Ub4-pepOG fluorescence polarization; 20S core pre-blocked with epoxomicin | calls only at 20 µM | actives 0.59% (n = 360,000) | AID 588493;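 active = inhibition at 20 µM, scaled to each plate's controls, above about 33%, limit read from the data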
Neddylation inh = inhibitors of human cullin neddylation | P61081+Q13564 | TR-FRET cullin neddylation, biochemical | calls only at 25 µM | actives 0.58% (n = 360,000); in the data active = inhibition above about 36%
Rin1-Abl PPI inh = inhibitors of human Rin1-Abl protein interaction; P00519+Q13671; TR-FRET Rin1/Abl binding, biochemical; inhibition, % at 7.35 µM; actives 0.4% (n = 360,000); in the data active = inhibition above about 5%, passing the limit was not always enough
Target sequence (P00519 whole entry, looked up): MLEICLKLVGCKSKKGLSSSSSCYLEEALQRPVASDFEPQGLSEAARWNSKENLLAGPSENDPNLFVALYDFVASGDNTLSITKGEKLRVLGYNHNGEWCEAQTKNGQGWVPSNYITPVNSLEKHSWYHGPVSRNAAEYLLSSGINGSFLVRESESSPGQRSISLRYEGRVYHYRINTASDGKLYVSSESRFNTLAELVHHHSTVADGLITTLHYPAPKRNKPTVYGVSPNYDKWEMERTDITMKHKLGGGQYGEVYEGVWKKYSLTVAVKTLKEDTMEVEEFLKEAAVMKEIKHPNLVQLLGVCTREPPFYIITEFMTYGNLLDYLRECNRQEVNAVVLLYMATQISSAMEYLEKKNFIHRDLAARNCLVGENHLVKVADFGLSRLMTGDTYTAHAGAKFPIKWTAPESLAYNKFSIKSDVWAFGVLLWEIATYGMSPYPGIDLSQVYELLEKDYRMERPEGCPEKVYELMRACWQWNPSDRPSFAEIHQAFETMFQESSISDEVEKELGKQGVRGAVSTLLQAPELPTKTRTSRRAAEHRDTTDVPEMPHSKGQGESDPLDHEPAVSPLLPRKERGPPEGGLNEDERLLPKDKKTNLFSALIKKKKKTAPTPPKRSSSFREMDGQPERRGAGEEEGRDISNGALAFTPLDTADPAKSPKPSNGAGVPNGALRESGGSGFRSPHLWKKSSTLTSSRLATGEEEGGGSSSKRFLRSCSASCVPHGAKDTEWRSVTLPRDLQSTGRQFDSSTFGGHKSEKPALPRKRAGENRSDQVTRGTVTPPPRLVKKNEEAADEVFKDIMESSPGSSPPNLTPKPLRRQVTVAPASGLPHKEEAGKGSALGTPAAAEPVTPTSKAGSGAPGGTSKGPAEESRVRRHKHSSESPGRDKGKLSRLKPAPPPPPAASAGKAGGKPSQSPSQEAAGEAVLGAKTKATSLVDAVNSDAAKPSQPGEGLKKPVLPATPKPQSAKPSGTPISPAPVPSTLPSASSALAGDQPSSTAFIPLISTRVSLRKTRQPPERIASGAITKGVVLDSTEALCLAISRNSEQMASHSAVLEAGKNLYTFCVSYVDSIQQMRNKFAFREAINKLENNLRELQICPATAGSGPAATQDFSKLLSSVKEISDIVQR
Target sequence (Q13671 whole entry, looked up): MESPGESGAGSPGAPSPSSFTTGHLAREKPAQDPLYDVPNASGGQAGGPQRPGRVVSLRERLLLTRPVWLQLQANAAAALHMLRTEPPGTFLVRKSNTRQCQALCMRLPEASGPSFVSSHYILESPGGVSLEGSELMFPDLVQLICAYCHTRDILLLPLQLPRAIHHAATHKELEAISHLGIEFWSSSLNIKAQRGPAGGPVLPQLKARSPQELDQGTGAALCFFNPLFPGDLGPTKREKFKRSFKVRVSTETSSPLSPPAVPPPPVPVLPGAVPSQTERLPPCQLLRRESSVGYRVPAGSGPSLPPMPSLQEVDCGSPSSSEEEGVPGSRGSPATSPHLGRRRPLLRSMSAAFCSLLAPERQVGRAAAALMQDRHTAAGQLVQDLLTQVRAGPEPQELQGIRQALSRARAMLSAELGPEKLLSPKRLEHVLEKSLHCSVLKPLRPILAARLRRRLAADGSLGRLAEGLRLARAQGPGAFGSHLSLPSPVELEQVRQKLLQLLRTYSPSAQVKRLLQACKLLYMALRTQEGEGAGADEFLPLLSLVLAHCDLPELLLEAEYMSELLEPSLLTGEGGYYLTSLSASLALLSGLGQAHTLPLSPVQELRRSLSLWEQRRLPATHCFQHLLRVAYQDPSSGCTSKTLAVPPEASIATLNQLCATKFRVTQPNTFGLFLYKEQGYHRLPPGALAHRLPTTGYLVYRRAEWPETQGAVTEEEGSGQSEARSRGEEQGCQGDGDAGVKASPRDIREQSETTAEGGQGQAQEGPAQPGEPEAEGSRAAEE
MLLE-PAM2 inh = blocks PAM2 peptide binding to the PABP1 MLLE domain; inhibition, % at 20 µM; GST-MLLE / FITC-PAM2 fluorescence polarization; P11940; AID 588489; actives 0.36% (n = 360,000); in the data active = inhibition above about 35%, passing the limit was not always enough;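 also: plate controls were DMSO wells with GST-MLLE for no effect and wells lacking GST-MLLE protein for full effect; some results filed as inactive read as strong as hits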
An asterisk follows results filed as active; i = inactive; x = no result given; + = active, no number.

Compound	Rpn11 block	Neddylation inh	CSN deneddyl inh	MLLE-PAM2 inh	SKN-1 block	NadD inh	FAS-TE inh	Rin1-Abl PPI inh	MT1-MMP act inh
CCOc1ccc2nc(NC(=O)C(NS(=O)(=O)c3cccs3)C(C)C)sc2c1 (configuration not stated)	i	i	-4	14	10	-7	-2	0	-22
O=C1NC(=O)/C(=C\c2ccc(OCc3cccc(C(=O)O)c3)c(Cl)c2)N1	i	i	-1	-10	6	-2	-4	1	1
Cc1cc(C)nc(SCC(=O)Nc2ccc(S(=O)(=O)NC(C)(C)C)cc2)n1	i	i	0	-18	-23	-3	-3	0	4
COc1cccc(/C=C(/C#N)c2nc3ccccc3[nH]2)c1OC(C)C(=O)O (configuration not stated)	i	i	1	-1	5	-4	-6	-2	1
CC1(C)Cc2cccc(OCC(=O)N3CCN(c4ccc([N+](=O)[O-])cc4)CC3)c2O1	i	i	5	1	-18	-1	18	2	1
COCCN(CCOC)CC(O)COC(c1ccccc1)c1ccccc1 (configuration not stated)	i	i	-2	3	4	-1	-2	2	0
Cc1ccc(-n2nc3c(=O)n(C(C)C(=O)NCCC4=CCCCC4)nc(C)c3c2C)cc1 (configuration not stated)	i	i	-2	-22	-3	-1	7	-1	0
CCOC(=O)c1ccccc1NC1c2ccccc2C(=O)N1C1CCN(C(=O)OCC)CC1 (configuration not stated)	i	x	-3	12	-11	-3	3	0	-1
O=C(O)CC1C(=O)NCCN1Cc1cccs1 (configuration not stated)	i	i	5	6	11	-3	-2	3	3
O=C(NCc1ccc(Cl)cc1Cl)Nc1ccccc1	i	i	5	10	1	-10	1	0	1
NS(=O)(=O)c1cccc(C(=O)OCC(=O)NC2CCCc3ccccc32)c1 (configuration not stated)	i	i	-5	7	-18	0	-2	6	0
CCn1ccc(=O)c2cc3c(cc21)OCO3	i	i	3	9	-1	-1	-17	2	0
COCCN(C(=O)COC(=O)c1cc2ccccc2cc1OC)c1c(N)n(Cc2ccccc2)c(=O)[nH]c1=O	i	+	4	-10	-7	2	-1	-3	-1
COc1ccc(C(CC(=O)O)N2C(=O)CCC2=O)cc1 (configuration not stated)	i	i	-2	-5	5	-6	-8	4	-4
Cc1nn2c3c(cnc2c1-c1ccccc1)C(=O)CC(c1ccco1)C3 (configuration not stated)	i	i	-4	5	5	7	11	3	-20
Cc1cccc(C)c1NC(=O)C(c1ccncc1)n1c(=O)c(-c2ccco2)nc2ccccc21 (configuration not stated)	x	x	2	x	1	x	x	x	-7
Cc1ccc(-c2noc(CCC(=O)NCCN3CCOCC3)n2)cc1	i	i	-1	2	8	-1	-8	3	4
CCn1nc(C(=O)OCC(=O)c2cc(C)n(Cc3cccs3)c2C)c2ccccc2c1=O	i	i	0	1	-6	-5	19	-2	1
CC(C)C[C@H](NC(=O)OC(C)(C)C)C(=O)N[C@@H](CO)[C@H](O)[C@@H]1C[C@@H]1C(=O)N(C)C	i	i	-1	2	17	-3	-13	1	2
CC(C)[C@H](N)c1cn([C@@H](CC(N)=O)C(=O)N2CCNCC2)nn1	i	i	-1	-4	21	-2	-9	1	-1
Cc1c(Cl)cccc1N1C(=O)C2ON(c3ccccc3)C(c3cccnc3)C2C1=O (configuration not stated)	i	i	-2	-8	1	3	15	-6	3
CC(NC(=O)CNC(=O)OCc1ccccc1)C(=O)N1CC(O)CC1C(=O)OCc1ccccc1 (configuration not stated)	i	i	-3	1	-7	-3	2	-4	1
CC1CCCCC1NC(=O)C1CCN(C(=O)c2sccc2-n2cccc2)CC1 (configuration not stated)	i	i	2	-8	4	-3	-2	-1	0
O=C(CN1CCCC1)Nc1sc2c(c1C(=O)Nc1ccc(Br)cc1)CCC2	i	i	8	-2	38*	4	20	0	-4
Cc1ccc(CNc2nc(N)c([N+](=O)[O-])c(Nc3ccc(F)cc3)n2)cc1	i	i	2	7	10	11	-6	-1	3
O=c1c2ccccc2cnn1Cc1n[nH]c(=S)n1-c1ccccc1F	i	i	-3	-39	4	-5	-4	-1	1
O=C(NCCC1=CCCCC1)c1ccc(Cl)c(S(=O)(=O)Nc2ccccc2)c1	i	i	1	-8	14	2	16	1	-2
O=[N+]([O-])c1ccc(S(=O)(=O)NCC2CC3CCC2C3)cc1 (configuration not stated)	i	i	0	3	15	-4	12	-1	2
COc1ccccc1N(Cc1cc(=O)[nH]c2ccccc12)C(=O)c1cccc([N+](=O)[O-])c1	i	i	4	-12	8	-2	9	-3	2
O=C(COc1ccccc1Br)NCc1ccccn1	i	i	-1	0	7	-2	-4	-1	0
COc1ccc(-c2nc(C#N)c(N3CCCCC3)o2)cc1	i	x	-3	6	2	-9	14	0	3
O=C(Cc1cccs1)Nc1ccc(F)cc1F	i	i	-6	3	20	3	-6	2	-4
CC(C)c1ccc(-n2cccc2/C=C2/C(=N)N3C=CSC3=NC2=O)cc1	x	i	22	-34	3	19	16	-1	-22
COC(=O)Cn1ncc2c(C)n(Cc3ccccc3)c(C)c2c1=O	i	i	-2	-7	4	0	-5	-2	4
COC(=O)c1c(-c2ccc(OC)cc2)sc2ccc(N3CCOCC3)cc12	i	i	6	14	0	1	11	-2	16
COc1cccc(-c2nn(C)c3sc(C(=O)NCc4ccc(C)cc4)cc23)c1	i	i	8	-2	8	-4	23	0	3
C/C(=N/NC(=O)CNC(=O)c1ccco1)c1ccco1	i	i	-2	-6	8	-6	-4	3	2
O=[N+]([O-])c1ccccc1N/N=C\c1ccccc1F	i	i	4	-7	9	-2	4	2	4
CCOCCCNC(=O)C(Cc1ccccc1)NS(=O)(=O)c1cccc2nsnc12 (configuration not stated)	i	i	5	-9	-10	-2	-4	-2	0
O=C(/C=C/c1ccc([N+](=O)[O-])s1)N1CCN(c2ccccc2)CC1	i	i	3	3	17	0	8	4	-5
CCC1=C2CC[C@H]3C(=O)N(c4ccccc4)C(=O)[C@H]3[C@H]2[C@@]2(C)C(=NCC3CC3)OC(=O)N2C1=O	i	i	-4	-7	-3	-3	-2	1	1
O=c1[nH]c(CN2CCN(C/C=C/c3ccccc3)CC2)nc2ccccc12	i	i	1	5	0	-8	-5	2	-1
CCN(CC(=O)Nc1ccc(NC(C)=O)cc1)C(=O)Cc1ccc(Cl)c(Cl)c1	i	i	0	-23	3	2	3	1	-2
CC(=O)NC1=NN(C(C)=O)C(C)(c2ccc3ccccc3c2)S1 (configuration not stated)	i	i	4	13	-9	1	-6	-1	-7
CCNCc1cc(OCC)c(OCC(=O)NCCc2ccccc2)cc1Cl	i	i	0	11	3	-1	-7	-1	-2
Cn1c(-c2ccccc2)cc(=O)c2ccccc21	i	i	-1	12	-3	2	-3	2	0
CCOc1ccc(/C(C)=N/N2C(=O)C(CC(=O)Nc3ccc(OC)cc3[N+](=O)[O-])SC2=Nc2cccc(C)c2C)cc1 (configuration not stated)	i	i	-4	-2	0	16	28	-4	-5
CCN1CCN(C(=O)C2(NC(=O)Nc3ccccc3Cl)CCCCC2)CC1	i	i	1	-8	-2	2	-2	-2	1
CCn1c(SCC(=O)c2c(N)n(C3CC3)c(=O)[nH]c2=O)nnc1-c1ccoc1C	i	i	-2	-10	-5	1	-4	0	2
CCC(C)NC(=O)c1c(N)n(/N=C/c2cccnc2)c2nc3ccccc3nc12 (configuration not stated)	i	x	0	-10	-29	-5	19	1	-2
O=C1OCCC1Sc1nnc(-c2ccc(O)cc2)o1 (configuration not stated)	i	i	1	12	2	0	-4	5	1
OCC1OC(n2nc3ccccc3n2)C(O)C(O)C1O (configuration not stated)	i	i	-1	-6	5	3	-8	0	-2
Cc1cccc(Cc2cnc(NC(=O)CN3C(=O)/C(=C/c4ccccc4)SC3=S)s2)c1	i	i	0	13	3	31*	11	-1	6
COc1ccccc1NC(=O)CSc1c2c(nc3ccccc13)CCC2	i	i	2	18	6	-2	-1	-1	4
CCCCOc1ccc(OCCNC(=O)c2ccco2)cc1	i	i	-3	-2	4	-4	1	-1	-1
O=C(NCc1cnc2ccccn12)C1CCC(=O)N(Cc2ccccc2F)C1 (configuration not stated)	i	i	4	-4	-1	4	-1	-1	-2
CCN(CC)CCCNC(=O)c1c(O)c2c([nH]c1=O)CCCC2	i	i	5	-1	3	-2	-7	1	-1
COc1ccc(N(CC(=O)NCCc2ccc(OC)c(OC)c2)S(=O)(=O)c2c(C)noc2C)cc1	i	i	-2	-8	6	-6	-1	2	1
CCCCC1S/C(=N/N=C/c2ccco2)NC1=O (configuration not stated)	i	i	-5	-15	11	2	-6	-2	3
O=C(Nc1ccccc1Cl)c1ccc(COc2ccc3c(c2)CCC3)cc1	i	i	-7	0	-3	2	3	0	3

Later entries
Compound	Rpn11 block	Neddylation inh	CSN deneddyl inh	MLLE-PAM2 inh	SKN-1 block	NadD inh	FAS-TE inh	Rin1-Abl PPI inh	MT1-MMP act inh
O=C(Cn1cncn1)N/N=C/c1ccccc1Cl	i	i	0	-8	5	-8	-3	-1	2
CN(C(=O)COc1ccccc1)c1nnc(C23CC4CC(CC(C4)C2)C3)s1	i	i	1	-15	2	-2	31	1	-3
O=C(Nc1ccccc1)/C(=C/c1ccc2c(c1)OCO2)NC(=O)c1ccco1	i	i	-2	-8	-1	-4	-8	-3	-2
CN(CC(=O)Nc1cccc2ccccc12)C(=O)c1cccc(S(=O)(=O)N(C)C)c1	i	i	0	-8	5	-1	-1	1	3
COc1ccc(-c2noc(CNC(=O)c3ccoc3C)n2)cc1	i	i	3	-15	-5	-4	1	2	-1
O=C1OCCN1C(=O)[C@H]1[C@H](c2ccccc2)C(c2ccc(F)cc2)=NN1c1ccc(Br)cc1	i	x	-2	-13	12	14	98*	-2	x
CCOC(=O)N1CCN(C(=O)CCc2ccc(S(=O)(=O)NC(C)(C)C)cc2)CC1	i	i	1	15	17	2	-4	2	-2
Nc1ccc2nc(C(F)(F)F)[nH]c2c1	i	i	1	-9	9	-1	-11	-1	0
COc1ccc(OCCN(C)CC(=O)Nc2c(C)cccc2C)cc1	i	i	-1	3	12	-7	1	-1	-1
CCN(CC)CCN(C(=O)c1ccc(S(=O)(=O)N2CCCC2)cc1)c1nc2cc(C)cc(C)c2s1	i	i	-3	1	7	-6	26	-1	-5
Cc1nc(-c2cccc(NC(=O)c3ccc(Br)o3)c2)cs1	i	i	1	10	18	-1	5	0	1
Cc1ccc(NC(=O)c2cccs2)cc1	i	i	-9	3	33	-2	-6	2	4
COn1c(-n2nc(C)cc2C)nc2ccccc2c1=O	i	i	-2	8	-5	6	-5	-3	-1
COC(=O)[C@H](Cc1ccccc1)NC(=O)NCc1ccccc1OC	i	i	2	1	10	-4	-3	-2	3

Looked up above.
CCN(CC)CCN(C(=O)c1ccc(S(=O)(=O)N2CCCC2)cc1)c1nc2cc(C)cc(C)c2s1 @ MT1-MMP act inh: -5
CN(CC(=O)Nc1cccc2ccccc12)C(=O)c1cccc(S(=O)(=O)N(C)C)c1 @ FAS-TE inh: -1
